# p53 reactivator: restores transcriptional activity of mutant p53; H1299 p53-A138V BP100-luciferase reporter, luminescence, 24 h; Potency, µM (top dose mostly 92.2 µM), inactives show at the highest dose activity change, positive = activation, hits mostly activators; 320,000 tested, 0.063% active; AID 504706; further: potency means the concentration at half of the fitted maximal effect; % of control where 0% means no effect; nearly all actives have a fitted effect of over 45% in size
#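 p53-null H1299 cells stably carrying temperature-sensitive p53-A138V and a BP100-luciferase reporter were pinned with compounds (4-point, 1:5 series) and held 24 hrs at 37 deg C. Luminescence was read 10 min after detection reagent.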
# B2AR arrestin: recruits beta-arrestin to the human beta2-adrenergic receptor; P07550; beta-arrestin recruitment to beta2AR, cell-based reporter; Potency, µM (top dose mostly 46.1 µM), without a hit: at the top dose activation, hits mostly activators; 330,000 tested, 0.02% active; AID 492947;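 further: potency means the concentration at half of the fitted maximal effect; 0% = DMSO controls and full agonism = EC100 isoproterenol or metaproterenol; nearly all actives have a fitted effect of over 65% in size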
# TCR activator: activates T cell receptor signaling | primary human leukocytes, anti-CD3, IL-2 HTRF, 48 h | Potency, µM (doses to about 9.22 µM), for the others: at the highest dose activation of IL-2 secretion, hits mostly activators | 330,000 tested, under 10 active | AID 504894; further: % of control where 0% means no effect
#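 Human primary leukocytes + a-CD3 beads + cpd, 48 hr; IL-2 in supernatant by HTRF (ex 320nm / em 665nm). No co-stimulatory signal supplied.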
# Integrin act MD: activates integrin-mediated alleviation for muscular dystrophy; alpha7betagal myoblasts, beta-gal FDG fluorescence, 48 h; AID 624291; Potency, µM (series often up to 38.3 µM), without a hit: at the top dose activation, most hits filed as activators; 350,000 tested, 0.064% active;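 further: potency means the concentration at half of the fitted maximal effect; 100% = response of the positive control SU9516; nearly all actives have a fitted effect of over 60% in size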
#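 Alpha7betagal+/- myoblasts (passage 13) were plated 16-24 hr, then exposed to compounds (1:260 dilution of DMSO stock) for 48 hours at 37C. After MPER lysis, β-galactosidase reporter activity was read as FDG fluorescence (ex 480/em 540) after 30 minutes.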
# ELG1 DNA repair: ELG1-dependent DNA repair inhibition; 330,000 tested, 2.3% active; Potency, µM (titrated, usually from 46.1 µM), inactives show top-dose activity change, negative = inhibition, most hits filed as inhibitors; HEK293T ELG1-luciferase reporter, luminescence, 16 h; DNA damage induced by 5-fluorouridine; further: potency means the concentration at half of the fitted maximal effect; on the % scale 0 is the no-effect control and ±100 the full control effect; nearly all actives have a fitted effect of over 55% in size
#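 Luminescence from the luciferase reporter, measured 30 min after ONE-Glo reagent at room temperature, was the read-out. Beforehand, 2,000 cells per well were exposed for 16 hr at 37 °C to 5-fluorouridine together with compound or vehicle.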
# MLL CXXC-DNA inh: blocks binding of human MLL CXXC domain to DNA | MLL-CXXC / FITC-HOXA9 DNA fluorescence polarization | Potency, µM (series often up to 115 µM), inactives show top-dose activity change, negative = inhibition, hits mostly inhibitors | 290,000 tested, 0.037% active; active means well fitted inhibition curve with a large enough effect in the polarisation, with a control signal flat, not every such curve was filed as active; inconclusive means small, poorly fitted or top-dose-only effect, or effect the other way, or a change in a side signal; inactive means no such curve, though single readings can be large or run the other way; the % refers to the polarisation; further: potency means the concentration at half of the fitted maximal effect
#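 Fluorescence polarization: 7 uM MLL-CXXC (stock) preincubated 5 min with compounds, then 50 nM fluorescein-HOX-A9 DNA (stock) added; 30 min ambient. Buffer 50 mM Tris-HCl pH 7.5, 50 mM NaCl, 1 mM DTT, 0.05% BSA.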
# TSG101-PTAP inh: blocks PTAP/TSG101 interaction to inhibit HIV-1 budding | Fluorescence polarization, FITC-PTAP peptide / Tsg101 binding | Potency, µM (series often up to 115 µM), inactives show top-dose activity change, negative = inhibition, actives largely listed as inhibitors | 340,000 tested, under 10 active; active means well fitted inhibition curve with a large enough effect in the main read-out, with a control signal flat, not every such curve was filed as active; inconclusive means small, poorly fitted or top-dose-only effect, or effect the other way, or a change in a side signal; inactive means no such curve, though single readings can be large or run the other way; further: potency means the concentration at half of the fitted maximal effect; % of control where 0% means no effect
#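 Fluorescence anisotropy tracks displacement of a FITC-tagged PTAP peptide (50 nM) from the Tsg101 binding domain (10 uM), following a 20 min room-temperature incubation at pH 7.5.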
# TRPV1 agonist: human TRPV1 agonism; Q8NER1; TRPV1-expressing cells, Fluo-8 calcium influx, agonist mode; activation, % at 8.33 µM; 320,000 tested, 0.19% active; in the data active means activation above about 80%; inconclusive means between about 30% and that limit; further: 0% is about no effect
#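 Cells expressing TRPV1 were dye-loaded with Fluo-8 and read kinetically: 10 s baseline, 3 min after compound (agonist portion), then 2 min after EC20 capsaicin (allosteric enhancer portion). Calcium-bound dye fluorescence at 480/520 nm.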
# BRCA1 expr up: activators of BRCA1 expression | 380,000 tested, 1.1% active | MCF7-BRCA1-FFLuc reporter, luminescence, 48 h; response scale: scaled: vehicle 0%, 10 µM genistein 100% | Potency, µM (highest dose often 46.1 µM), without a hit: at the highest dose activation, most hits filed as activators | AID 624202; further: potency means the concentration at half of the fitted maximal effect; nearly all actives have a fitted effect of over 80% in size; some results filed as inactive show a strong effect at the top dose
#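 Luminescence from a BRCA1-driven firefly luciferase in MCF7 cells was the read-out, taken 15 min after substrate addition following 48 h compound exposure at 37 °C. Data were normalized to a 10 microM genistein control and DMSO vehicle.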
# AT treatment: candidate therapy for ataxia-telangiectasia; […] A-T fibroblasts, KAP-1 phosphorylation AlphaLISA; neocarzinostatin DNA damage 30 min before lysis; Potency, µM (titrated, usually from 57.5 µM), without a hit: at the highest dose activation, most hits filed as activators; 320,000 tested, 0.19% active; AID 485349; further: potency means the concentration at half of the fitted maximal effect; % of control where 0% means no effect; nearly all actives have a fitted effect of over 45% in size
#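 hTERT-immortalized A-T patient fibroblasts ([…]), 500 cells/well in OPTI-MEM, 1% FBS, got compounds for 60 min, then NCS for 30 min at 37C. Lysates were then assayed for phospho-KAP-1 by AlphaLISA (anti-pKAP1 donor, anti-KAP1 acceptor beads), 6 hr at 25C.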
# * hit, by the source's call; ? = inconclusive; . = no result given; & = joins results of further samples; [ ] = remark or other dose. Unless noted, the call rests on the fitted dose curve; in most records, active means well fitted curve in the direction sought with a large enough effect; inconclusive means small, poorly fitted or top-dose-only effect, or another doubt; inactive means no such curve, though single readings can be large; an effect the other way counts as inactive or inconclusive. The list is partial; the hit share may differ from the screen's.
SMILES,p53 reactivator,B2AR arrestin,TCR activator,Integrin act MD,ELG1 DNA repair,MLL CXXC-DNA inh,TSG101-PTAP inh,TRPV1 agonist,BRCA1 expr up,AT treatment
Cc1ccc(CN2CCCN(Cc3ccc(Cl)cc3)S2(=O)=O)cc1,11%,-0.1%,-2%,7%,?,1%,-11%,10,-8%,6%
Cc1ccc(CN2CCCC(C(=O)c3cccc(C(F)(F)F)c3)C2)o1 (stereo unspecified),-4%,-0.4%,-4%,-23%,14%,1%,1%,12,0%,4%
Nc1ccc(Cc2ccc(N)cc2)cc1,.,.,0%,-5%,.,.,-1%,.,-14%,.
Cc1ccc2nc(C)n(-c3ccc(F)cc3)c(=O)c2c1,0%,-0.2%,2%,5%,3%,-4%,-5%,1,15%,3%
Cc1ccc(N2C(=O)NC(=O)C(CCc3ccccn3)(Cc3ccc(F)cc3)C2=O)cc1 (stereo unspecified),3%,0.2%,3%,-10%,-11%,-4%,-2%,0,-28%,8%
COc1ccc2c(c1)c(CCN)c(C)n2Cc1ccccc1,5%,-0.7%,2%,-77%[inhibitor],0%,-2%,-1%,10,-75%,-3%
Cc1cc(Oc2cc(NN3CCCCC3)c([N+](=O)[O-])cc2[N+](=O)[O-])ccc1[N+](=O)[O-],.,-0.7%,-2%,10%,?,5%,-5%,23,3%,-10%
COC(=O)c1c(N)n(Cc2ccc(OC)cc2)c2nc3ccccc3nc12,-1%,-0.2%,-4%,5%,?,3%,2%,3,-14%,10%
O=C(OCc1c(-c2ccccc2)ncc2ccccc12)c1ccc(C(F)(F)F)cc1,5%,0.0%,-1%,23%,?,.,-3%,.,16%,-1%
Cc1cccc(-n2c(-c3ccco3)nc3ccccc3c2=O)n1,2%,-0.5%,7%,0%,15%,-2%,-1%,1,-4%,12%
Cc1nn(Cc2ccccc2)c(C)c1C=C1C(=O)NC(=O)NC1=O,-2%,-0.2%,11%[46.1 µM],11%,28%,-16%,0%,-2,.,5%
O=C1NC(=S)NC(=O)C1C/C=C/c1ccccc1,5%,0.1%,-1%,5%,-1%,-12%,-5%,0,0%,-1%

# Reprinted at random: six entries already listed.
SMILES,p53 reactivator,B2AR arrestin,TCR activator,Integrin act MD,ELG1 DNA repair,MLL CXXC-DNA inh,TSG101-PTAP inh,TRPV1 agonist,BRCA1 expr up,AT treatment
COc1ccc2c(c1)c(CCN)c(C)n2Cc1ccccc1,5%,-0.7%,2%,-77%[inhibitor],0%,-2%,-1%,10,-75%,-3%
Cc1cc(Oc2cc(NN3CCCCC3)c([N+](=O)[O-])cc2[N+](=O)[O-])ccc1[N+](=O)[O-],.,-0.7%,-2%,10%,?,5%,-5%,23,3%,-10%
O=C1NC(=S)NC(=O)C1C/C=C/c1ccccc1,5%,0.1%,-1%,5%,-1%,-12%,-5%,0,0%,-1%
O=C(OCc1c(-c2ccccc2)ncc2ccccc12)c1ccc(C(F)(F)F)cc1,5%,0.0%,-1%,23%,?,.,-3%,.,16%,-1%
Cc1ccc(CN2CCCN(Cc3ccc(Cl)cc3)S2(=O)=O)cc1,11%,-0.1%,-2%,7%,?,1%,-11%,10,-8%,6%
Cc1ccc2nc(C)n(-c3ccc(F)cc3)c(=O)c2c1,0%,-0.2%,2%,5%,3%,-4%,-5%,1,15%,3%

# The listing continues.
SMILES,p53 reactivator,B2AR arrestin,TCR activator,Integrin act MD,ELG1 DNA repair,MLL CXXC-DNA inh,TSG101-PTAP inh,TRPV1 agonist,BRCA1 expr up,AT treatment
COc1ccc(NC(=O)O/N=C/c2ccccc2)cc1,?,0.5%,3%,0%,?,2%,-2%,11,?,1%
O=c1[nH]c(=O)n(-c2ccccc2F)c(O)c1C=NCCC1=CCCCC1,1%,3.3%,5%,7%,29%,10%,-2%,0,0%,-5%
CCN1CCC(NCC2CCCCC2)CC1,.,-0.6%,6%,0%,-10%,1%,-7%,0,7%,4%
CCCNC(=O)c1c(N)n(Cc2ccco2)c2nc3ccccc3nc12,-7%,-2.0%,-3%,-37%,23µM*,8%,-6%,4,-28%,24%
CCC(=Nc1ccc(OC)cc1OC)c1c(O)[nH]c(=O)[nH]c1=O,2%,0.1%,4%,3%,15%,5%,-3%,0,-61%,4%
COP(=O)(OC)C(NS(=O)(=O)c1ccccc1)C(Cl)(Cl)Cl (stereo unspecified),-2%,-0.2%,2%,2%,12%,-9%,-2%,1,-2%,8%
Cc1ccc(OCCOc2cccc(C=C3C(=O)NC(=O)NC3=O)c2)c(C)c1,-47%[inhibitor],-0.1%,8%,17%,?,?,-1%,6,.,?
COc1ccc(N2CCN(Cc3nc4ccccc4[nH]3)CC2)cc1,-1%,0.3%,-4%,-7%,9%,10%,2%,1,-6%,-6%
O=[N+]([O-])c1ccc(Cl)c([N+](=O)[O-])c1,-18%,0.0%,7%,.,?,.,-2%,0,-78%&-60%,1%
CC(C)[C@H]1CC2C3CC=C4C[C@@H](O)CC[C@]4(C)C3CC[C@]2(C)[C@H]1O (stereo partly specified),0%,-1.4%,14%,-13%,12%,.,-1%,.,-59%,0%
COc1cccc(CNCCc2cccc(F)c2)c1OC,.,0.3%,.,16%,?,2%,1%,1,5%,24%
O=P(O)(Oc1ccccc1)OC(c1ccccc1)C(F)(F)F (stereo unspecified),1%,-0.1%,-4%,-12%,14%,-4%,-5%,2,0%,-5%
Cc1c(C(c2ccc(Br)cc2)c2c(O)c3ccccc3oc2=O)c(=O)n(-c2ccccc2)n1C (stereo unspecified),-5%,0.2%,0%,-31%,-10%,10%,0%,1,7%,-5%
CCOC(=O)c1c(-n2c(C)cc(/C=C3/C(=O)NC(=O)N(CC)C3=O)c2C)sc2c1CCCC2,.,.,3%,21%,.,.,2%,.,3%,.
CCN(CC)c1ccc(CNCCc2ccccc2F)cc1,12%,-0.4%,5%,-73%[inhibitor],?,-10%,-2%,-2,-63%,-5%
CCC(=O)c1cn(Cc2ccccc2C#N)c2ccccc12,-3%,0.1%,2%,-11%,-12%,-5%,-1%,1,-18%,2%
CCN1C[C@]2(OC(=O)c3ccccc3NC(C)=O)CCC(OC)C34C5C[C@H]6C(OC)[C@]5(O)[C@](O)(C[C@@H]6OC)C(C[C@@H]32)[C@H]14 (stereo partly specified),-1%,-0.1%,0%,-7%,-4%,-5%,2%,-1,-9%,2%
O=CC(Cl)P(=O)(N1CCCCC1)N1CCCCC1 (stereo unspecified),5%,0.1%,1%,26%,-8%,-9%,-4%,-2,-10%,0%
CC(C)(CO)CNC1CCCN(C2Cc3ccccc3C2)C1 (stereo unspecified),0%,0.0%,1%,-20%,16%,-5%,-3%,-1,-33%,8%
CC(=O)N(C1=NCCCS1)c1ccccc1Cl,3%,0.0%,9%,17%,7%,14%,-1%,10,-14%,0%
CCOc1ccccc1C1SCC(=O)Nc2c1c(=O)[nH]n2C(CC)CC (stereo unspecified),-8%,-0.2%,1%,2%,17%,-1%,-5%,-1,-5%,-2%
Cc1ccc(-n2c(O)c(/C=C/C=Nc3ccccc3)c(=O)[nH]c2=O)cc1,-10%,-0.1%,-8%[46.1 µM],-5%,1%,?,?,7,-11%,0%
C=CCn1c(O)c(C(=O)CCCCCC)c(=O)[nH]c1=O,6%,0.1%,-4%,25%,?,1%,-4%,-3,-39%,3%
C=CC[C@@H](CC(=O)N[C@@H](CO)Cc1ccccc1)C(=O)NCCOC(=O)[C@@H](CC=C)Cc1ccc(F)cc1,-2%,-2.1%,-2%,-11%,0%,.,1%,.,3%,-56%[inhibitor]
Oc1ccc(C(=C(Cl)Cl)c2ccc(O)cc2)cc1,-5%,0.1%,.,.,-1%,9%,.,-1,.,-1%
COC(=O)C1=C(c2ccc(F)cc2OCc2ccccc2)C[C@@H]2CC[C@H]1N2C(=O)NCCCc1ccccc1,13%,0.2%,2%,0%,?,.,0%,23,-27%,17%
O=C(Nc1cccc2ccccc12)c1nn(C23CC4CC(CC(C4)C2)C3)cc1Br,-1%,0.2%,-5%,4%,4%,11%,-8%,-6,-8%,-1%

# Just TRPV1 agonist and B2AR arrestin (2 entries from above):
Compound | TRPV1 agonist | B2AR arrestin
Cc1ccc(OCCOc2cccc(C=C3C(=O)NC(=O)NC3=O)c2)c(C)c1 | 6 | -0.1%
COc1ccc(N2CCN(Cc3nc4ccccc4[nH]3)CC2)cc1 | 1 | 0.3%
